Bioassay records from PubChem BioAssay.
MC4R barr agon: agonists of human melanocortin 4 receptor (MC4R) beta-arrestin. activation, % at 8.9 µM. AID 540308. U2OS MC4R beta-arrestin complementation, luminescence; percent of melanotan II response, DMSO zero. P32245. 0.98% of 360,000 active;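 active = activation above a per-plate cutoff, the mean activation of sample wells on that plate plus 3 SD, cut at about 8% in these data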
HTR2A ag: agonists of mouse serotonin 5-HT2A receptor (HTR2A); P35363; CHO-K1 mHTR2A beta-arrestin complementation, luminescence; percent of 30 µM serotonin response; activation, % at 7.6 µM; 0.66% of 360,000 active;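 active = activation above a run cutoff, the mean activation of all tested compounds plus 3 SD, cut at about 14% in these data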;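 also: 0% = plate median of compound wells and 100% = 30 µM serotonin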
Cardio protect: myocardial damage modulation in H9c2 cells; H9c2 cardiomyocytes, H2O2 injury protection, ATPLite, 2 h; protection from H2O2 cell death, % at 20 µM; 0.63% of 360,000 active; AID 588492;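 active = compounds giving at least 50% protection of heart cells from peroxide-induced death in the single-dose screen, raw or plate-pattern-corrected value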;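 also: 0% = DMSO wells with peroxide and 100% = DMSO wells without peroxide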
PDI inh: blocks human protein disulfide isomerase activity; P07237; PDI insulin aggregation turbidity, A650, 90 min; inhibition, % at 10 µM; 0.052% of 350,000 active; AID 588391;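 active = mean inhibition across replicates of 30% or more, whatever share of single replicates reach that level; inconclusive = mean inhibition below 30% while every single replicate reaches 30%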;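 also: absorbance from insulin aggregation driven by PDI reduction with DTT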
CaV13 ICDI inh: Primary screen for inhibitors of IQ motif and Ca2+-dependent inactivation inhibitor domain binding in CACNA1D, Förster resonance energy transfer in living cells, …; HEK cells, CFP/YFP FRET ICDI-IQ, plate reader, 10 min; percent FRET-ratio fall versus neutral wells; inhibition, % at 12.3 µM; 0.098% of 340,000 active;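 active = mean replicate inhibition of at least 30% and at least 1% of replicates passing that level; inconclusive = only one of the two criteria is met; inactive = neither criterion is met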;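 also: 0% = median of the neutral control wells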
Exocytosis inh: blocks lytic granule exocytosis; inhibition, % at 10 µM; TALL-104 LAMP-1 surface exposure, flow cytometry; cells stimulated with thapsigargin and PMA; 0.66% of 360,000 active;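 active = inhibition above about 55%, limit read from the data; inconclusive = no clear call, values can overlap the other calls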
MC4R antagonist: human MC4R antagonism in cAMP assay | MC4R-expressing cells, MTII-stimulated cAMP, LANCE TR-FRET | P32245 | inhibition, % at 6.5 µM | AID 540295 | 0.48% of 360,000 active;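 active = inhibition above its plate's cutoff, the mean of tested wells on that plate plus 3 SD, cut at about 29% in these data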;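 also: 0% = Melanotan II alone and 100% = Melanotan II plus saturating MCL0020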
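material = U2OS cells stably expressing human melanocortin 4 receptor (MC4R) | also added = Melanotan II challenge | dosing = single nominal compound dose of 6.5 µM | detection = TR-FRET with Eu-cAMP and labeled anti-cAMP, 671 nm | replication = singlicate | timing = compound 30 min, challenge 1 h, detection 1 h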
ABHD5 PLIN5 PPI: ABHD5-PLIN5 protein interaction inhibition | Q00G26+Q8WTS1 | 0.78% of 360,000 active | Split G. princeps luciferase complementation, luminescence, 4 h | AID 602281 | inhibition, % at 4 µM;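 active = inhibition above the mean inhibition across every tested compound plus 3 SD, cut at about 22% in these data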;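 also: 0% = DMSO only wells and the 100% control is not disclosed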
Target sequence (Q00G26 whole entry, looked up): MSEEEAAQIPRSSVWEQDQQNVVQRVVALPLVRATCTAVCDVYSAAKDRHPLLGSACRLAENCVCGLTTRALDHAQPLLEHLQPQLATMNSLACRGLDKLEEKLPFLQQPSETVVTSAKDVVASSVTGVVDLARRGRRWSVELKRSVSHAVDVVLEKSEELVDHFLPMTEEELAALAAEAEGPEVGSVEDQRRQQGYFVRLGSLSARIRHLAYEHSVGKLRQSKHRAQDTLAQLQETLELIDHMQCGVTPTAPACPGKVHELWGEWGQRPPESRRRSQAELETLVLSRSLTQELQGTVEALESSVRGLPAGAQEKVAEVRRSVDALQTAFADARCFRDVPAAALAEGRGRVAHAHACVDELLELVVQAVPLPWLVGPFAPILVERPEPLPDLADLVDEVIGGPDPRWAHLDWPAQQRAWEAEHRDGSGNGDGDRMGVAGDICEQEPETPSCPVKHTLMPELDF
Target sequence (Q8WTS1 whole entry, looked up): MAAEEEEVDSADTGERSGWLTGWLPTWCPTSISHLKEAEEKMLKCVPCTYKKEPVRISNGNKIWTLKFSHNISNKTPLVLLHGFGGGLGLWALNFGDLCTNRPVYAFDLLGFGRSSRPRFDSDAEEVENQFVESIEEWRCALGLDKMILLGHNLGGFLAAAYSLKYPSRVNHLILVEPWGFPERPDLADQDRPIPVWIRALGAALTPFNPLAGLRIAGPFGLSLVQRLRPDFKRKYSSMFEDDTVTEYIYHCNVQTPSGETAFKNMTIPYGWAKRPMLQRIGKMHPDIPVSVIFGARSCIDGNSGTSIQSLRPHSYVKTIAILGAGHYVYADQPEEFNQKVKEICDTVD
N-glyco inh: N-linked glycosylation inhibition; D54 ERlucT glycosylation luciferase reporter, 24 h; percent of 100 nM tunicamycin response; reporter increase, % at 12.5 µM; 0.23% of 360,000 active; AID 588692;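 active = mean luciferase reporter signal, scaled so untreated is 0 and the glycosylation-blocking control 100, at or above a set limit in every replicate; inconclusive = mean reaches the limit but not every replicate does; inactive = mean below the limit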;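 also: luciferase carries N-glycosylation sites so blocking glycosylation raises the light; 0% = median of neutral control wells and 100% = median of 100 nM tunicamycin wells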
ABCB6 inh MLPCN: inhibitors of human ABC transporter ABCB6; Q9NP58; K562-ABCB6 porphyrin accumulation, flow cytometry, 1 h; stronger effect = lower value; fluorescence ratio to DMSO, % at 10 µM; 0.19% of 360,000 active;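 active = fluorescence ratio to DMSO below 75%, the collection mean minus 3 SD; inconclusive = too few cells collected in the well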;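 also: signal is porphyrin accumulated inside mitochondria; 100% equals median channel fluorescence of DMSO control wells; lower ratio means ABCB6 inhibition with less porphyrin fluorescence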
An asterisk follows results filed as active; ? = inconclusive; . = not tested or not shown. Compounds as they come; 4.2% or so of the library scored in one or more.

SMILES	MC4R barr agon	HTR2A ag	Cardio protect	PDI inh	CaV13 ICDI inh	Exocytosis inh	MC4R antagonist	ABHD5 PLIN5 PPI	N-glyco inh	ABCB6 inh MLPCN
CCN(CC)c1ccc(NC(=O)CN2C(=O)NC3(CCc4ccccc43)C2=O)cc1 (configuration not stated)	-1.5	-5	6	10	-6	2	-1	5	3	96
O=C(N[C@H](Cc1ccc(Cl)cc1)C(=O)O)OCC1c2ccccc2-c2ccccc21	-1.4	0	-1	5	-8	-6	4	4	4	105
CCOC(=O)c1[nH]nc2c1C(=O)N(Cc1ccccc1)C2=O	-1.2	-1	-3	-6	.	1	3	-6	4	99
C[C@@H]1NC(=O)/C(=C\c2ccccc2Cl)NC1=O	0.6	-2	2	25	-16	0	-2	-1	-2	101
CCc1ccc(C2=NNC(=Nc3cccc(S(=O)(=O)N(C)C)c3)SC2)cc1	-1.0	2	-7	-5	-5	-7	-3	-33	-3	100
CCCNC(=O)c1ccc(Cn2cc(-c3ccc(OC)cc3)nc2C(C)N)cc1 (configuration not stated)	0.1	3	5	-1	-12	8	-1	-4	1	95
O=C(C1=C[C@H](c2csc3ccccc23)C[C@H](OCCCCO)O1)N1CCN(Cc2ccc3c(c2)OCO3)CC1	0.2	1	1	10	-3	8	18	18	0	98
CCc1ccc(-n2c(=O)c3ccccc3n(CC(=O)NCc3ccco3)c2=O)cc1	-0.5	8	-1	-1	-14	49	2	3	0	99
CC(=O)NC(c1ccccc1)c1cc([N+](=O)[O-])c2cccnc2c1O (configuration not stated)	-2.9	-3	40	-12	-1	-4	4	4	14	92
CCn1c(Cc2cccs2)nnc1SCC(=O)NC(C)(C)C	1.7	-1	6	9	-1	0	14	-1	1	96
COc1ccc([N+](=O)[O-])cc1N(CC(=O)O)S(C)(=O)=O	-2.8	-3	1	9	-3	0	17	1	-1	92
CC1SCC(NC(=O)c2ccc(Cl)cc2)CS1 (configuration not stated)	-0.5	-2	-4	2	1	1	8	5	1	98
FC(F)(F)c1cccc(Cc2noc(CN3CCC(c4ccncc4)CC3)n2)c1	1.6	0	-23	4	-1	1	9	1	-4	102
Cc1cccc(-c2noc(CCCC(=O)Nc3ccc(C(N)=O)cc3)n2)c1	-3.6	2	-7	8	-3	0	1	3	2	98
O=C1C2ON(c3ccccc3)C(c3cccnc3)C2C(=O)N1c1ccccc1 (configuration not stated)	-2.2	-1	0	2	.	1	-1	1	.	101
Cc1ccsc1CNc1ncnc2ccc(-c3c(C)noc3C)cc12	-1.0	-2	-14	5	-4	-4	-1	-6	?	90
COc1ccc(OC)c2c(C)cc(N3CCN(C(=O)c4ccc(C)cc4)CC3)nc12	-1.3	1	-5	-7	-5	-2	-2	4	0	103
COc1cc(OC)cc(C(=O)NCCS(=O)(=O)N2CCN(Cc3ccccc3)CC2)c1	-1.2	2	-5	2	-6	1	23	-4	-2	95
Cc1cc(NS(=O)(=O)c2ccc(NC(=O)Nc3cccc(Cl)c3)cc2)no1	-0.2	-3	1	2	-6	2	1	-2	-1	93
CCOCCSC1=C(C#N)C(c2cccs2)C(C(C)=O)=C(C)N1 (configuration not stated)	0.0	-11	-1	-4	-2	-1	4	-7	-1	90
COc1ccc(Cn2c(=O)[nH]c3cc(C(=O)NC4CCCC4)ccc3c2=O)cc1	-2.1	1	7	0	4	-2	4	-7	-3	97
CC1=NNC(=O)C1CCC(=O)N/N=C/c1c(Cl)cccc1Cl (configuration not stated)	-1.2	0	-2	20	-4	-3	-9	-1	1	101
CCOC(=O)c1ccccc1NC(=O)C1=COCCO1	-2.0	1	-3	-2	-2	2	1	18	-2	106
Cc1ccc(NC(=O)Cc2ccccc2F)cc1S(=O)(=O)N1CCCCCC1	-1.1	-6	-12	-1	-6	-2	6	-3	-4	94

For reference, two of the compounds above.
SMILES	MC4R barr agon	HTR2A ag	Cardio protect	PDI inh	CaV13 ICDI inh	Exocytosis inh	MC4R antagonist	ABHD5 PLIN5 PPI	N-glyco inh	ABCB6 inh MLPCN
CCOC(=O)c1ccccc1NC(=O)C1=COCCO1	-2.0	1	-3	-2	-2	2	1	18	-2	106
Cc1ccc(NC(=O)Cc2ccccc2F)cc1S(=O)(=O)N1CCCCCC1	-1.1	-6	-12	-1	-6	-2	6	-3	-4	94

Quoted from the listing:
In Exocytosis inh, Cc1ccc(NC(=O)Cc2ccccc2F)cc1S(=O)(=O)N1CCCCCC1 is entered as -2
In MC4R barr agon, Cc1ccsc1CNc1ncnc2ccc(-c3c(C)noc3C)cc12 is entered as -1.0
In ABCB6 inh MLPCN, CCOCCSC1=C(C#N)C(c2cccs2)C(C(C)=O)=C(C)N1 (configuration not stated) is entered as 90
In N-glyco inh, COc1ccc(OC)c2c(C)cc(N3CCN(C(=O)c4ccc(C)cc4)CC3)nc12 is entered as 0
In MC4R antagonist, O=C1C2ON(c3ccccc3)C(c3cccnc3)C2C(=O)N1c1ccccc1 (configuration not stated) is entered as -1

Following part
SMILES	MC4R barr agon	HTR2A ag	Cardio protect	PDI inh	CaV13 ICDI inh	Exocytosis inh	MC4R antagonist	ABHD5 PLIN5 PPI	N-glyco inh	ABCB6 inh MLPCN
CCOC(=O)C1=C(C)NC(=O)NC1c1cccc(O)c1 (configuration not stated)	-0.1	4	9	-9	-6	-2	1	0	1	95
CCn1c(CSc2nc(C)cc(C)n2)nnc1SCC(=O)N1CCCc2ccccc21	-0.2	0	0	8	-5	-1	0	6	-1	104
Cc1cccc(C(=O)Nc2c(C(=O)N3CCN(C)CC3)cnn2-c2ccccc2)c1	-0.9	-3	10	-1	.	-7	-1	0	2	96
CCCCN(CCCC)C(=O)c1cc(Cl)ccc1[N+](=O)[O-]	2.4	-4	-3	-3	-2	1	-3	19	-1	99
Cc1ccc2[nH]c3c(c2c1)CCN1C(=O)OC(C)(C)C31C (configuration not stated)	-1.4	3	0	0	2	-2	3	1	-1	91
C#CCNC(=O)C[C@@H]1C[C@@]2(C(=O)OC)CCCCC=C2N(Cc2cccc3ccccc23)C1=O	.	0	.	.	-10	-6	.	-10	.	98
Cc1cccn2c(=O)c3cc(C(=O)NC4CCCC4)c(=N)n(CCCN4CCOCC4)c3nc12	-0.7	3	12	0	16	14	21	8	3	102
CCCCC(NC(=O)c1cccc(Br)c1)C(=O)O (configuration not stated)	-3.0	2	8	7	-4	0	5	-14	-1	86
COc1ccccc1NC(=O)c1c(NC(=O)c2ccco2)sc2c1CCC2	-2.9	1	9	-4	.	1	14	-4	-1	111
Cc1cccc(NCN2C(=O)c3ccccc3C2=O)c1	-0.3	4	-2	-2	.	0	-4	1	-2	94
CN1CCN(CC(O)COc2ccc(S(=O)(=O)N3CCOCC3)cc2)CC1 (configuration not stated)	-2.0	0	0	-2	-4	6	0	-1	-1	94
CNC(=O)COc1ccc(Nc2nnc(C)c3ccccc23)cc1	-0.2	-2	6	9	-5	-1	6	-1	1	94

Record cards, as listed above. Values in the order: MC4R barr agon, HTR2A ag, Cardio protect, PDI inh, CaV13 ICDI inh, Exocytosis inh, MC4R antagonist, ABHD5 PLIN5 PPI, N-glyco inh, ABCB6 inh MLPCN
`CCCCN(CCCC)C(=O)c1cc(Cl)ccc1[N+](=O)[O-]` is listed as 2.4, -4, -3, -3, -2, 1, -3, 19, -1, 99
`Cc1cccc(NCN2C(=O)c3ccccc3C2=O)c1` is listed as -0.3, 4, -2, -2, ., 0, -4, 1, -2, 94
`CNC(=O)COc1ccc(Nc2nnc(C)c3ccccc23)cc1` is listed as -0.2, -2, 6, 9, -5, -1, 6, -1, 1, 94
`CCn1c(CSc2nc(C)cc(C)n2)nnc1SCC(=O)N1CCCc2ccccc21` is listed as -0.2, 0, 0, 8, -5, -1, 0, 6, -1, 104
`Cc1cccc(C(=O)Nc2c(C(=O)N3CCN(C)CC3)cnn2-c2ccccc2)c1` is listed as -0.9, -3, 10, -1, ., -7, -1, 0, 2, 96

Other results.
SMILES	MC4R barr agon	HTR2A ag	Cardio protect	PDI inh	CaV13 ICDI inh	Exocytosis inh	MC4R antagonist	ABHD5 PLIN5 PPI	N-glyco inh	ABCB6 inh MLPCN
OCC[C@@H]1C[C@H](O)[C@@H](O)[C@]2(OCCc3ccccc32)O1	-1.2	0	2	2	-5	-4	7	4	3	99
O=C(Nc1ccccc1Oc1ccccc1)C1CC1	0.0	-3	43	-6	-7	-2	-3	-2	0	100
COc1cccc(C2=NOC(C(=O)NCCCn3ccnc3)C2)c1 (configuration not stated)	-1.5	-3	-2	-8	-5	-3	3	-6	0	96
Cn1c(COc2ccc(C(=O)O)cc2)nc2ccccc21	-1.0	2	0	3	-16	5	0	-1	-1	94
CNS(=O)(=O)c1cccc(C(=O)OC2CCCCC2=O)c1 (configuration not stated)	-1.7	1	9	21	-2	-1	-1	-8	-1	96
CC(C)c1nc(SCc2ccccn2)c2c(=O)n(C)c(=O)n(C)c2n1	1.0	-5	0	.	-4	-1	8	-3	0	100
CC(=O)c1cccc(Nc2ncnc3ccc(Br)cc23)c1	0.5	0	-2	10	-20	17	6	-12	-8	98
O=C(O)C(=O)Nc1ncn[nH]1	0.1	1	5	9	-7	0	5	5	1	92
Cc1nn(C)cc1/C=N/NC(=O)C1(O)c2ccccc2-c2ccccc21	-2.2	2	4	-9	-4	-5	-3	1	0	93
CC(=O)Nc1cccc(C(=O)OCC(=O)NC(=O)Cc2ccccc2)c1	-3.1	13	-1	-1	-5	0	-2	5	-2	104
CCC(C)(C(=O)NC1CCCCC1)N(Cc1cccs1)C(=O)Cc1cccs1 (configuration not stated)	0.2	2	9	-4	-4	-2	14	-6	-4	92
CCCCNC(=O)CCn1c(=O)c2ccccc2n(CC(=O)NCCc2ccc(OC)c(OC)c2)c1=O	0.7	4	0	-5	14	-1	0	6	-1	92
O=C1COc2ccc(C(=O)NCc3ccco3)cc2N1	2.4	2	-5	0	-8	3	-5	13	-1	98
COc1ccccc1OCC(=O)N1CCCC(Nc2ccc(F)c(F)c2)C1 (configuration not stated)	-2.5	-9	5	4	-6	1	0	5	.	99
CC1(C)CCc2cc(S(=O)(=O)N3CCN(S(=O)(=O)c4c(F)cccc4F)CC3)ccc2O1	0.3	4	-4	-14	-11	-1	4	0	1	101
